# EPAC2 antag = EPAC2 (human) antagonism; EPAC2 GEF exchange of Rap1B-BODIPY-GDP, fluorescence; AID 720708; Q8WZA2; 360,000 compounds, 0.18% hits; Potency, µM (series often up to 114 µM), for inactives: at the top dose activity, negative = inhibition, most hits filed as inhibitors; note: potency is the fitted concentration of half-maximal effect; % is set by controls: 0 for no effect and ±100 for the full control effect; nearly all actives have a fitted effect of over 45% in size; many of its hits are not listed in these tables
# PTHR1 ag = PTHR1 (human) receptor agonism; HEK293 GP2 PTHR1 cells, GloSensor cAMP luminescence, 1 h; Q03431; 410,000 compounds, 0.075% hits; Potency, µM (highest dose often 115 µM), for the others: at the top dose activation, most hits filed as activators; note: potency is the fitted concentration of half-maximal effect; nearly all actives have a fitted effect of over 55% in size; some results filed as inactive show a strong effect at the top dose; inactives centre near -15; many of its hits are not listed in these tables
# Target sequence (Q03431 whole entry, looked up): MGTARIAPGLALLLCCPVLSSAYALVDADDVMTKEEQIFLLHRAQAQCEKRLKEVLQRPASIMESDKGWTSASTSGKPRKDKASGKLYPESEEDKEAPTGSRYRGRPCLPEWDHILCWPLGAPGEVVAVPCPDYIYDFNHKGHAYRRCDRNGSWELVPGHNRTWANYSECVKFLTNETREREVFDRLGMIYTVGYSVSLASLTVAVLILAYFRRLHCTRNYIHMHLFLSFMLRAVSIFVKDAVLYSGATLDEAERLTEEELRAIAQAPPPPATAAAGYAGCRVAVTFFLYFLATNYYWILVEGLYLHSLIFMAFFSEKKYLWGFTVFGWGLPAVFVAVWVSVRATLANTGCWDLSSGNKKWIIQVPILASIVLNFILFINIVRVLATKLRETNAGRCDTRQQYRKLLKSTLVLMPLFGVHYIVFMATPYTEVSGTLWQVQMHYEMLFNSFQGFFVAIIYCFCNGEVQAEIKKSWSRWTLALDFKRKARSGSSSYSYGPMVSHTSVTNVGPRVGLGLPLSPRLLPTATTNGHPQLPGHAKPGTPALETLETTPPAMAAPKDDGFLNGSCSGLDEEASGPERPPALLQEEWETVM
#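 HEK-293-derived GP2 cells expressing PTHR1 and a GloSensor cAMP reporter, 3,000/well, plated overnight, given luciferin plus IBMX (each 0.5 mM as added) for 1 h at 37 °C, then compound for 1 h at 37 °C. Luminescence was read after 15 min at room temperature.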
# EPAC2 agonist = agonists of human EPAC2 (RAPGEF4); EPAC2 activation, biochemical qHTS; response scale: 100% = 6.5 mM cAMP response; Potency, µM (highest dose often 154 µM), without a hit: top-dose activation, usual class: activators; 360,000 compounds, 0.079% hits; AID 720711; note: potency is the fitted concentration of half-maximal effect; nearly all actives have a fitted effect of over 50% in size
#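 In this primary screen, activation is scored as increased exchange of BODIPY-GDP from Rap1B by 100 nM EPAC2, with 50 uM GDP as competitor. Signal is normalized to the 6.5 mM cAMP agonist control.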
# Mm-Cpn inhibitor = M. maripaludis TRiC chaperonin inhibition; purified Mm-Cpn ATPase, ADP Transcreener TR-FRET; Potency, µM (top dose mostly 76.9 µM), for the others: at the top dose activity, negative = inhibition, hits mostly inhibitors; 330,000 compounds, 0.031% hits; note: potency is the fitted concentration of half-maximal effect; % is set by controls: 0 for no effect and ±100 for the full control effect; nearly all actives have a fitted effect of over 80% in size
#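 Inhibition of chaperonin ATP hydrolysis is measured as reduced ADP production, detected by competitive TR-FRET in which signal falls with ADP. Final enzyme 25 nM and ATP 10 uM, reacted 30 min at 37°C.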
# DRD3 antagonist = blocks the human D3 dopamine receptor; D3R cells, DiscoveRx beta-arrestin luminescence, antagonist mode; active compounds read low; P35462; max response, negative = inhibition, %; 360,000 compounds, 2.5% hits; AID 652054; in the data active = max response below about -50%; inconclusive = no clear call, values can overlap the other calls; note: % is set by controls: 0 for no effect and ±100 for the full control effect; mostly tested at two doses, the higher about 12 µM
# Target sequence (P35462 whole entry, looked up): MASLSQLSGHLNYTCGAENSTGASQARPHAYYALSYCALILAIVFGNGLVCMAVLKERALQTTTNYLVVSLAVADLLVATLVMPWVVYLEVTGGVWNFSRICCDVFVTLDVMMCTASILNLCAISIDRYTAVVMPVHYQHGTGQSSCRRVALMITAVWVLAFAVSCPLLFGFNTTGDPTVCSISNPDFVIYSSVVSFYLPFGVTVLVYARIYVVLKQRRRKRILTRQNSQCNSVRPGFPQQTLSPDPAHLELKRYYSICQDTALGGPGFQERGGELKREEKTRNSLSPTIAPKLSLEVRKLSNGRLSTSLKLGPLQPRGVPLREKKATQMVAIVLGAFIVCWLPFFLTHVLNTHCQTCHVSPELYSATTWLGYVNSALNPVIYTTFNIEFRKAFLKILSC
#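 Cells plated overnight at 1500 cells/well, then exposed to library compounds with dopamine controls for 90 minutes at 37 degrees C. DiscoveRx reagent added for 30–60 minutes at room temperature; luminescence read, quantitative HTS format.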
# CCT modulator = changes cytosolic chaperonin activity | purified chaperonin ATPase assay, HTRF ADP detection, 30 min | activity change, % (no concentration beside the values), hits read low | 360,000 compounds, 0.3% hits; in the data active = activity change below about -30%; note: % is set by controls: 0 for no effect and ±100 for the full control effect
#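 ATPase activity: ADP formed was measured by HTRF Transcreener (665/615 nm ratio) after 30 min at 37 deg C with 10 uM ATP. Compounds screened at one 76 uM concentration against 40 or 20 nM TRiC in Tris pH 7.4/KCl/MgCl2/DTT buffer.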
# Akt phos inh = blocks phosphorylation of Akt; activity change, % for hits at 50 µM; Neuro2A IGF-stimulated pAkt S473 HTRF, 20 min; active compounds read low; AID 651550; 360,000 compounds, 0.32% hits; in the data active = activity change below about -80%; inconclusive = mostly about -51% to -80%; note: % is set by controls: 0 for no effect and ±100 for the full control effect
#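 Single-point screen (50 µM final compound) in Neuro2A cells stimulated 20 min with 6 nM IGF at 37 deg C. After lysis, Ser473-phosphorylated Akt read by HTRF (ex 330 nm, em 615/665 nm) as the 665/615 ratio.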
# DRD3 agonist = D3 dopamine receptor (human) agonism; 410,000 compounds, 0.58% hits; D3R DiscoveRx beta-arrestin cells, luminescence, 90 min; max activation, %; in the data active = max activation above about 30%; note: 0% is about no effect; mostly tested at two doses, the higher about 12 µM
#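 Cells at 1500/well, incubated overnight, then treated with pinned compounds (dopamine as control) for 90 min at 37 degrees C. DiscoveRx reagent added for 30 - 60 minutes at room temperature; luminescence read.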
# An asterisk follows results filed as active; i = inactive; u = inconclusive; x = no result given; & = joins results of further samples; [ ] = dose if it differs, or a comment. Unless noted, calls come from the whole dose curve; as a rule, active = well fitted curve in the direction sought with a large enough effect; inconclusive = small, poorly fitted or top-dose-only effect, or another doubt; inactive = no such curve, though single readings can be large; an effect the other way counts as inactive or inconclusive. A portion of the library (hit frequency here may not be typical).
SMILES,EPAC2 antag,PTHR1 ag,EPAC2 agonist,Mm-Cpn inhibitor,DRD3 antagonist,CCT modulator,Akt phos inh,DRD3 agonist
C=CCN(C(=O)CNC(=O)c1ccco1)C(C(=O)NC1CCCCC1)c1ccc(F)cc1 (configuration not stated),3%,i,-16%,0%,6,-0.7,i,7
O=C(CCN1C(=O)NC2(CCCC2)C1=O)Nc1ccc(-c2nc3ccccc3s2)cc1,-1%,-55%[inhibitor],-2%,-8%,53,-0.5,i,-4
Cc1ccc(S(=O)(=O)/N=C(/Nc2cccc(C(=O)O)c2)c2ccccc2)cc1,-1%,14%,0%,-1%,11,2.7,i,-8
COc1cc(C(CC(=O)N2CCCC2)c2c(OC)cc(OC)c3c(-c4ccccc4)cc(=O)oc23)cc(OC)c1OC (configuration not stated),4%,-14%,2%,1%,-26,1.0,i,-43
Cn1cc(/C=N/n2cnc3sc4c(c3c2=O)CCCC4)c2ccccc21,-3%,-25%[57.5 µM],7%,-1%,33,-3.0,i,3
Cc1ccc(NC(=O)C2CCN(C(=O)c3ccc(Cl)cc3)CC2)nc1,-4%,-2%,0%,0%,18,-0.1,i,5
O=C(NCc1cccs1)C(=O)NCC1OCCCN1S(=O)(=O)c1ccc(F)cc1 (configuration not stated),17%,-37%,2%,0%,22,-3.8,i,1
Clc1ccc(CSc2nnc([C@@H]3CCCN3)o2)cc1Cl,7%,i,-8%,0%,0,-3.3,-106%*,2
CCOc1ccc(OCC(=O)OC(C)C(=O)NC2CCCC2)cc1 (configuration not stated),2%,-11%,4%,0%,1,0.9,i,-16
NC(=S)NN=C1CCCC(C(F)(F)F)C1 (configuration not stated),0%,i,4%,x,-7,-4.2,i,-5
COc1ccc(C(=O)Nc2ccccc2-c2ccccc2)cc1Cl,10%,i,21%,0%,-4,1.8,i,0
Cc1cccc(-n2ccnc2SCC(=O)Nc2nccs2)c1,8%,-5%,4%,u,0,0.2,i,-12

# Reformatted bar-delimited: part of the list above
mol | EPAC2 antag | PTHR1 ag | EPAC2 agonist | Mm-Cpn inhibitor | DRD3 antagonist | CCT modulator | Akt phos inh | DRD3 agonist
COc1cc(C(CC(=O)N2CCCC2)c2c(OC)cc(OC)c3c(-c4ccccc4)cc(=O)oc23)cc(OC)c1OC (configuration not stated) | 4% | -14% | 2% | 1% | -26 | 1.0 | i | -43
Cn1cc(/C=N/n2cnc3sc4c(c3c2=O)CCCC4)c2ccccc21 | -3% | -25%[57.5 µM] | 7% | -1% | 33 | -3.0 | i | 3
Cc1ccc(NC(=O)C2CCN(C(=O)c3ccc(Cl)cc3)CC2)nc1 | -4% | -2% | 0% | 0% | 18 | -0.1 | i | 5

# Remaining list, next part:
SMILES,EPAC2 antag,PTHR1 ag,EPAC2 agonist,Mm-Cpn inhibitor,DRD3 antagonist,CCT modulator,Akt phos inh,DRD3 agonist
COc1ccc(OCCCC(=O)Oc2ccc(OC)cc2)cc1,3%,-6%,5%,0%,12,-2.8,i,-8
O=C(O)CCCN=Cc1c(O)c2ccccc2oc1=O,5%,-20%,7%,-1%,-14,-1.7,i,-9
Cn1c(SCC(=O)N/N=C/c2ccc([N+](=O)[O-])s2)nnc1-c1ccc(Cl)cc1,0%,i,8%,0%,u,-1.5,i,-14
CCN(CC)S(=O)(=O)c1ccc(-c2nnc(SCC(=O)Nc3nc(C)cs3)o2)cc1,5%,-29%,-5%,0%,-8,-6.2,i,15
O=C(NC1CCCCCCC1)c1ccc2c(c1)OCO2,8%,-32%,4%,1%,-11,0.5,i,7
Cc1ccc(S(=O)(=O)NCc2c(-c3ccccc3)c3cc(Cl)ccc3[nH]c2=O)cc1,-2%,i,-3%,0%,5,-0.4,i,1
COc1c(C)cc(C(=O)C2CCCN(Cc3cccc4nccnc34)C2)cc1C (configuration not stated),-9%[57.1 µM],i,8%,0%,-1,-1.6,i,-7
CCOc1ccc(C(=O)NNC2CC(=O)N(Cc3ccc(Cl)cc3)C2=O)cc1OC (configuration not stated),-6%,-13%,10%,0%,-2,1.5,i,5
COc1ccc(S(=O)(=O)N(C)C[C@@H]2Oc3cc(Br)ccc3S(=O)(=O)N([C@H](C)CO)C[C@@H]2C)cc1,-15%,-23%,11%,x,-21,-13,i,-4
CC(C)N(Cc1ccccc1)C(=O)CN1C(=O)COc2ccc(S(=O)(=O)N3CCCCCC3)cc21,-7%,i,0%,1%,-7,-0.4,i,-1&-6
CCCCCCCn1c2c(c(=N)c3c1CCC3)CCCC2,8%,-10%,4%,0%,-7,1.7,i,6
O=C(CSc1ccc(-c2ccccn2)nn1)Nc1nccs1,1%,-4%,-5%,-18%,-6,-1.5,i,1
CCOC(=O)c1[nH]c2c(c1C)C(=O)CC(c1ccc(OC)c(OC)c1)C2 (configuration not stated),14%,-4%[57.5 µM],3%,1%,48,-4.8,u,11
COC(=O)/C(=C/c1cccnc1)NC(=O)c1ccccc1,7%,i,4%,u,u,1.6,i,10
CCCCCCc1cc2cc(-c3nnc(-c4cc(OC)c(OC)c(OC)c4)o3)c(=O)oc2cc1O,58%[activator],-20%,u,-6%,17,-3.0,i,3
CCC(C)N(C(=O)COc1ccc(NC(C)=O)cc1)C1CCS(=O)(=O)C1 (configuration not stated),2%,i,5%,0%,-4,-0.1,i,2
CCOc1ccc(NC(=O)Nc2cccs2)cc1,-1%,-16%[57.5 µM],7%,1%,-11,1.5,i,-3
CCCCCCCCn1cnc2c(N)c(C)c(C)cc21,u,i,-17%,0%,-5,-2.6,x,5
CCN(c1ccccc1)S(=O)(=O)c1cc(C(=O)Nc2cccc(Cl)c2)ccc1F,-11%,-45%[inhibitor],12%,-1%,-14,-1.7,i,-3
CC1CCN(Cc2c(C(=O)N/N=C/c3cccc(C(F)(F)F)c3)nnn2-c2nonc2N)CC1,3%,-62%[inhibitor],-15%,0%,12,-2.8,i,23
CC1Cc2cc(/C(O)=C3/C(=O)C(=O)N(CCCn4ccnc4)C3c3ccncc3)ccc2O1 (configuration not stated),9%,-11%[57.5 µM],6%,-1%,17,-4.4,i,4
Cc1ccc(S(=O)(=O)c2nc(-c3ccco3)oc2N2CCC(C)CC2)cc1,-22%,-47%[inhibitor],7%,2%,-8,0.1,i,-10
C[C@H]1CN([C@@H](C)CO)C(=O)c2cc(Br)cnc2O[C@@H]1CN(C)S(C)(=O)=O,-1%,-23%,9%,x,25,1.3,i,4
Cc1cc(C)c2c3c(c(-c4ccccc4)n2n1)c(=O)n(C)c(=O)n3C,0%,-1%,3%,x,7,-0.4,i,0
Cc1occc1C(=O)NNC(=O)c1nn(C)c(=O)c2ccccc12,-3%,i,8%,3%,13,-2.2,i,3
Clc1ccc(C2=C3CCCCn4c(-c5ccccc5)c[n+](c43)C2)cc1,6%,i,-4%,-1%,8,-1.2,i,2
S=C(c1c[nH]c2ccccc12)N1CCOCC1,-2%,-3%,3%,2%,3,0.3,i,1
N#CC1=C(SCC(=O)NC2CCCCC2)NC(=O)CC1c1ccco1 (configuration not stated),12%,i,9%,-1%,170,0.0,i,5
Cc1nn(-c2ccccc2)c(C)c1/C=N\N1CCN(c2ccc(Cl)cc2)CC1,11%,-26%,12%,0%,-2,1.0,i,10
O=C(O)c1ccc(N2CC3CC(C2)c2cccc(=O)n2C3)c(NC(=S)Nc2ccc(Cl)cc2Cl)c1 (configuration not stated),1%,i,5%,-3%,-17,0.5,i,0
COc1ccc(/C=N/N2C(=O)CN(C(=O)c3ccccc3)C2c2ccc(OC)cc2)cc1 (configuration not stated),-19%,-7%,10%,-1%,10,-1.3,i,5
COc1ccc(Cl)cc1NC(=O)C12CCC(C)(C(=O)O1)C2(C)C (configuration not stated),1%,i,6%,1%,28,-1.5,i,-17
COc1ccccc1-c1noc(-c2ccccc2C(=O)Nc2ccccc2)n1,-1%,-4%[57.5 µM],-28%,0%,26,-5.5,i,1
CCOC(=O)Cc1[nH]nc2c1C(c1cc(OC)ccc1OC)C(C#N)=C(N)O2 (configuration not stated),9%,-11%[57.5 µM],7%,1%,-7,-0.1,i,0
CC1CCN(S(=O)(=O)c2ccc3ncn(CC(=O)N4CCN(C)CC4)c(=O)c3c2)CC1,0%,-6%,-2%,0%,17,1.4,i,6
Cc1ccn2cc(CCNC(=O)C3CC=CCC3C(=O)O)nc2c1 (configuration not stated),4%,i,9%,1%,26,1.3,i,-9
CCOc1ccccc1NC(=O)CCn1ccnc1,15%,-21%,7%,-6%,-1,0.0,i,-15
COC(=O)N1CCCCC1c1cc(C(=O)Nc2ccc(OC)cc2C)no1 (configuration not stated),19%,-24%,11%,x,7,-0.5,i,8
CCc1nc2c(OCc3ccc(F)c(F)c3)cccn2c1N(C)C(=O)C(C)C,-6%,-8%,10%,x,24,-0.8,i,0
COc1cc(C(=O)NCCNc2nc3c(C)cccc3cc2C#N)cc(OC)c1OC,2%,-5%,7%,x,17,0.4,i,11
Cc1ccc(NC(=O)C(C)OC(=O)c2ccc(NC(=O)CC#N)cc2)cc1S(=O)(=O)N1CCOCC1 (configuration not stated),-14%,-1%,11%,-17%,-13,-1.5,i,-8

# Three structures out of the list, arranged by length of the SMILES, largest number first:
SMILES,EPAC2 antag,PTHR1 ag,EPAC2 agonist,Mm-Cpn inhibitor,DRD3 antagonist,CCT modulator,Akt phos inh,DRD3 agonist
CCc1nc2c(OCc3ccc(F)c(F)c3)cccn2c1N(C)C(=O)C(C)C,-6%,-8%,10%,x,24,-0.8,i,0
COC(=O)N1CCCCC1c1cc(C(=O)Nc2ccc(OC)cc2C)no1 (configuration not stated),19%,-24%,11%,x,7,-0.5,i,8
CCOc1ccccc1NC(=O)CCn1ccnc1,15%,-21%,7%,-6%,-1,0.0,i,-15

# In the list so far, 2 have bromine:
SMILES,EPAC2 antag,PTHR1 ag,EPAC2 agonist,Mm-Cpn inhibitor,DRD3 antagonist,CCT modulator,Akt phos inh,DRD3 agonist
COc1ccc(S(=O)(=O)N(C)C[C@@H]2Oc3cc(Br)ccc3S(=O)(=O)N([C@H](C)CO)C[C@@H]2C)cc1,-15%,-23%,11%,x,-21,-13,i,-4
C[C@H]1CN([C@@H](C)CO)C(=O)c2cc(Br)cnc2O[C@@H]1CN(C)S(C)(=O)=O,-1%,-23%,9%,x,25,1.3,i,4

# Assay outcomes as filed in PubChem.
